SR-BI DiI inh: blocks mouse SR-BI lipid uptake from DiI-HDL | ldlA[mSR-BI] CHO cells, DiI-HDL uptake fluorescence, 3 h | inhibition, % at 12.5 µM | hit rate 0.96% among 320,000 | AID 488896;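 active = mean replicate inhibition of at least 70% and a set share of replicates each scoring 70 or more; inconclusive = meets just one of the two criteria; inactive = fails both criteria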;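 note: 0% = median of neutral control wells and 100% = median of positive control wells; values of inactives mirror those of a sister screen read the other way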
Target sequence (Q61009 whole entry, looked up): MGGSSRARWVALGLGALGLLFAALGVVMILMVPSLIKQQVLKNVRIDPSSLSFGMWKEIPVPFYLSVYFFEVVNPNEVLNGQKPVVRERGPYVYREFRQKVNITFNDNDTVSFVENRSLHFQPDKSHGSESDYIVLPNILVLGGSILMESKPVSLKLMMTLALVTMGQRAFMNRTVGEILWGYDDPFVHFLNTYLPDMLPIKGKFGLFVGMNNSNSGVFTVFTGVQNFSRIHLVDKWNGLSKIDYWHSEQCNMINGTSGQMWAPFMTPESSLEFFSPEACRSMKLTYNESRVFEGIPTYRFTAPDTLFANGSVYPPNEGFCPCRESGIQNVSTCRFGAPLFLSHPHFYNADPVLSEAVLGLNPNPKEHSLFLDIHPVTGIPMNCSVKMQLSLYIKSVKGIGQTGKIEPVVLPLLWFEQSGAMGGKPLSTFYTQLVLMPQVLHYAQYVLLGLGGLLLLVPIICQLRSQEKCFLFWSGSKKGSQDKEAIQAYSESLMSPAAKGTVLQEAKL
SR-BI DiI-HDL act: SR-BI HDL lipid transfer activation; CHO ldlA[mSR-BI] cells, DiI-HDL uptake fluorescence, 3 h; 100 = double the neutral-control signal; activation, % at 12.5 µM; AID 504775; hit rate 0.096% among 320,000;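 active = mean replicate activation of at least 60% and every replicate at or above 60%; inconclusive = mean or all-replicate condition met, but not both; inactive = mean below 60% and not all replicates reaching 60%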;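 note: 0% = median plate neutral-control signal and 100% = twice that signal; values of inactives mirror those of a sister screen read the other way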
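System: CHO ldlA[mSR-BI] cells / Medium: HEPES-buffered (25 mM, pH 7.4) F12 plus 0.5% BSA / Probe or stimulus: labelled HDL, 10 µg/mL / Doses: single compound concentration, delivered by pin transfer / Schedule: 3 h, 37 °C / Measured by: DiI fluorescence, bottom read / Measure: cell-associated DiI fluorescence as measure of HDL uptake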
MITF act: increases MITF-driven TRPM1 promoter luciferase signal; SK-MEL-5 TRPM1-promoter luciferase, 24 h; % of positive control, neutral wells = 0; activation, % at 12.5 µM; hit rate 0.75% among 300,000; AID 588334;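 active = mean activation of at least 80% with every replicate also reaching 80%; inconclusive = mean reaches 80% but some replicate falls short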;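 note: 0% = neutral control wells and 100% = parthenolide positive control wells; values of inactives mirror those of a sister screen read the other way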
CAL PDZ FP-1: inhibitors of human CAL PDZ peptide binding; Q9HD26; purified CAL PDZ, TMR-peptide fluorescence polarization, 1 h; inhibition, % at 24.9 µM; hit rate 0.92% among 300,000; AID 602252;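 active = mean inhibition of at least 30% with at least half of replicates also reaching 30%; inconclusive = no clear call, values can overlap the other calls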;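 note: 0% = DMSO neutral control and 100% = excess unlabeled competitor peptide PRC23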
Tat transport: E. coli Tat transport inhibition; inhibition, % at 10 µM; hit rate 0.036% among 340,000; AID 488895; E. coli MC4100 TorA-mCherry Tat export, fluorescence;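 active = mean replicate inhibition at least 50% and at least half of replicates individually reaching 50%; inconclusive = only one of the two criteria met; inactive = neither criterion met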;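 note: exported cargo escapes ClpAP degradation while cytoplasmic cargo is degraded and loses fluorescence; 0% = median of neutral control wells and 100% = median of NaSCN control wells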
CAL PDZ FP-2: human CAL PDZ-peptide interaction inhibition; hit rate 0.02% among 330,000; inhibition, % at 20 µM; Q9HD26; AID 504414; purified CAL PDZ, TMR-peptide fluorescence polarization, 1 h;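 active = highest replicate inhibition of at least 40%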;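 note: plate controls were DMSO neutral control wells for no effect and unlabeled competitor peptide control wells for full effect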
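Read-out basis: mP drop reported as inhibition | Assay system: Tagged CAL PDZ protein CerCALP, purified | Benchmarks: Unlabelled peptide for full inhibition, DMSO wells as neutral | Schedule: 1 h incubation at room temperature before polarization reading | Buffer or medium: Sodium phosphate/NaCl buffer pH 7.4 with TCEP, IgG, Thesit | Doses: Single point, 20 µM | Measured by: Fluorescence polarization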
Wnt act: activators of Wnt/beta-catenin signaling; activation, % at 9.35 µM; AID 743398; hit rate 1.2% among 300,000; Wnt/beta-catenin reporter cell assay, activator, plate reader; in the data active = activation above about 30%, passing the limit was not always enough; inconclusive = no clear call, values can overlap the other calls;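 note: 0% = neutral control wells and 100% = positive control wells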
Ecoli viability: bacterial growth inhibition, counter-screen for AddAB inhibitors; hit rate 0.27% among 330,000; AID 449728; E. coli V3065 growth, OD600 absorbance, 18 h; inhibition, % at 11.9 µM;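 active = inhibition above the campaign's mean inhibition across all tested compounds plus 3 SD, cut at about 9.9% in these data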;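 note: uninfected addAB+ strain grown without phage in ampicillin broth; 0% = DMSO wells and 100% = ciprofloxacin 0.95 µg/ml wells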
AddAB inh: less growth of phage-infected E. coli with AddAB; inhibition, % at 11.9 µM; hit rate 0.29% among 330,000; E. coli expressing H. pylori AddAB, absorbance growth; in the data active = inhibition above about 12%;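 note: 0% = vehicle wells of infected cells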
phage Ecoli inh: E. coli growth loss with phage present; growth absorbance; inhibition, % at 11.9 µM; hit rate 0.26% among 360,000; in the data active = inhibition above about 11%
Starred values were filed as active, the others as inactive; ? = inconclusive; . = not tested or not shown.

Every second line gives: SR-BI DiI inh	SR-BI DiI-HDL act	MITF act	CAL PDZ FP-1	Tat transport	CAL PDZ FP-2	Wnt act	Ecoli viability	AddAB inh	phage Ecoli inh
Cc1cccc(NS(=O)(=O)c2ccc(C(=O)NCC(c3ccco3)N3CCCCC3)cc2)c1C (centres undefined)
 : 20	-19	-7	-6	-7	-2.8	-1	1.8	1.2	2.6
CC(=O)Nc1ccc2c(c1)C(=Nc1ccccc1)c1ccccc1-2
 : 12	-12	6	0	-7	-1.1	10	.	.	3.9
CCN(CC)C(=O)c1cc([N+](=O)[O-])cc2c1-c1ccc([N+](=O)[O-])cc1C2=C(C#N)C#N
 : 11	-11	.	.	-2	-0.7	2	-0.1	-0.6	-0.2
Cc1cc(C)c(C)c(OCCCCN2CCCCC2)c1
 : 17	-17	2	.	2	0.5	-1	-0.9	3.1	3.7
Cc1ccc(NC(=S)NNC(=O)c2cccc([N+](=O)[O-])c2)cc1Cl
 : 0	0	13	.	-4	-0.1	0	-0.9	1.7	3.4
CC(=O)COc1coc(CN2CCN(c3ccc(F)cc3)CC2)cc1=O
 : 0	0	4	7	-1	0.6	-1	-0.8	2.1	2.0
O=C(Nc1ccccc1Cl)N1CCn2c(nc3ccccc32)C1
 : 1	-1	4	-4	-13	-0.2	.	-1.9	0.7	1.6
CN(Cc1ccccc1)C(=O)c1ccc(NC(=O)Cc2cccc(NC(=O)C3CCCN(C(=O)C4CCC4)C3)c2)cc1 (centres undefined)
 : 33	-33	12	-1	0	-0.5	-4	-2.7	0.3	2.7
CCOC(=O)Cc1csc(NC(=O)CSc2nc(C)cc(C)n2)n1
 : 4	-4	-5	-2	0	0.0	-8	-2.1	0.0	2.4
O=C(Cc1ccccc1)Nc1nnc(-c2ccco2)s1
 : -7	7	60	-2	0	-0.6	.	-2.8	1.0	4.0
COc1ccc(C2CCCCCN2Cc2nc3ccccc3c(=O)n2CC(N)=O)cc1 (centres undefined)
 : -2	2	-4	-7	-3	-0.8	0	1.4	1.4	-0.8
O=C(CCN1CCCCC1)NNC(=O)C12CC3CC(CC(C3)C1)C2
 : .	.	-14	1	-3	0.3	-1	-2.3	3.1	3.5
Cc1ccc(C(=O)NC2CCN(C(=O)Nc3ccccc3)CC2)cc1
 : 13	-13	4	-4	-2	-0.4	-1	0.9	2.5	-3.6
Cn1c(SCc2ccc([N+](=O)[O-])cc2)nc2c(c1=O)SCC2
 : 24	-24	10	-1	-2	-1.9	-1	-0.4	2.4	2.9
CCOc1ccc(C(=O)c2ccncc2)cc1
 : -14	14	11	2	11	-2.9	.	1.6	-1.6	2.0
C[C@H]1CN([C@@H](C)CO)C(=O)Cc2cc(NC(=O)C3CC3)ccc2O[C@H]1CN(C)Cc1ccc(Oc2ccccc2)cc1
 : -28	28	-14	-3	-1	-0.4	-6	-2.5	1.9	0.7
O=C(O)CC12C[C@H]3C[C@@H](C1)CC(n1ncc(N4CCN(c5ccccc5)CC4)c(Cl)c1=O)(C3)C2
 : -8	8	-3	-1	6	0.1	-1	-2.4	-0.1	2.4
CCCCc1c(O)c2cccc3c2n(c1=O)CCC3
 : .	.	.	.	.	.	0	-0.2	4.9	2.1
CCn1cc(/C=N\NC(=O)c2ccc3c(c2)c(C)c(C)n3Cc2ccccc2)c(C)n1
 : 68	-68	11	0	2	-1.1	.	-1.9	1.6	4.4
Cc1ccc(C)c(S(=O)(=O)N2CCCOC2CNC(=O)C(=O)NCCC2=CCCCC2)c1 (centres undefined)
 : 12	-12	10	3	3	-0.6	?	1.6	2.5	2.7
COc1ccc(C2C(C#N)=C(N)Oc3cc(C)[nH]c(=O)c32)c(OC)c1OC (centres undefined)
 : -16	16	10	2	-2	0.9	3	2.4	2.2	1.2
O=C(CSC(=S)N1CCCCC1)c1c(F)cccc1F
 : -12	12	.	79*	-8	-0.7	58*	4.7	2.5	0.1
COc1ccc(NC(=S)N2CCCN(Cc3cccc(Cl)c3)C2)cc1
 : .	.	8	-2	1	-2.9	1	0.8	-0.3	1.5
O=S(=O)(c1ccccc1)[C@@]1(c2ccc(Br)cc2)C[C@@H]2ON=C(c3ccccc3)[C@@H]2C1
 : 16	-16	18	-3	3	-0.7	-5	-2.6	3.5	3.4
O=C(COC(=O)CCC(=O)c1ccc(F)cc1)NC1CCCCC1
 : -10	10	5	0	-4	0.5	-4	-2.8	-4.0	2.2
COc1ccccc1C1(CC(=O)Nc2nccs2)CCOC(C(C)C)C1 (centres undefined)
 : -11	11	-15	-4	-2	-1.9	.	-2.9	-0.7	2.0
COc1cc(C(=O)NC2CCN(Cc3nnnn3Cc3ccc(F)cc3)CC2)cc(OC)c1OC
 : 29	-29	-15	-2	-11	-3.0	-1	-0.5	2.9	8.1
CC(=O)N(C)c1cc([N+](=O)[O-])ccc1OCc1ccccc1
 : 6	-6	-2	-2	6	-0.7	5	.	.	4.2
O=C(CCCN1C(=O)c2ccccc2C1=O)N1CCOCC1
 : 35	-35	8	-3	0	0.0	0	1.0	2.8	3.6
Cc1cccc(C)c1OCC(O)CNS(=O)(=O)c1ccccc1C(=O)N1CCCCC1 (centres undefined)
 : 21	-21	0	.	-1	-0.5	.	1.6	0.7	2.2
CCOc1ccc(OCC)c(NS(=O)(=O)c2ccc3c(c2)n(C)c(=O)c(=O)n3C)c1
 : -2	2	.	-1	-9	-1.7	0	-2.4	-2.3	1.2
CC(C)(C)OC(=O)N1CCC(NC(=O)c2[nH]cnc2C(=O)Nc2ccon2)CC1
 : -5	5	-5	-2	-1	-2.9	-3	0.8	0.8	1.4
NC(=O)NC(=O)C(c1ccccc1)N1CCN(S(=O)(=O)Cc2ccccc2)CC1 (centres undefined)
 : -29	29	-1	.	1	-1.6	1	-1.1	0.8	0.7
CC1=CCC2C(=O)N(c3cccc(C(=O)Nc4ccc(Cl)cc4)c3)C(=O)C2C1 (centres undefined)
 : 57	-57	-2	-5	2	-3.3	-2	-0.4	1.8	-0.2
Cc1ccc2c(c1)C(=O)CC(O)(C(F)(F)F)O2 (centres undefined)
 : 7	-7	.	.	-5	-0.7	-1	0.7	2.7	-2.3
CCC(C)NCCCOc1c(C)cc(C)cc1Br (centres undefined)
 : -19	19	5	0	-2	-0.3	.	3.2	2.8	3.8
Cc1ccc(Nc2c(-c3ccco3)nc3nc(C)cc(C)n23)cc1
 : 48	-48	-8	9	-1	-4.0	6	0.8	2.1	4.0
Cc1cc2ncc(C(=O)Nc3ccsc3C(=O)O)c(C)n2n1
 : -20	20	-12	0	3	0.6	2	1.1	2.6	0.0
Cn1c(SCC(=O)Nc2ccccc2F)nc2c(c1=O)SCC2
 : 30	-30	3	2	-5	-1.6	-1	3.2	1.8	1.0
O=C1N[C@@H](Cc2ccccc2)C(=O)N2[C@@H]3N(S(=O)(=O)c4ccccc4)c4ccccc4[C@]3(Br)C[C@@H]12
 : -6	6	-13	-1	4	-1.2	-4	-2.5	-3.5	0.9
COc1ccc(C2(O)CCN(CC(=O)Nc3nccs3)CC2)c(OC)c1
 : 4	-4	-4	-2	1	-1.9	5	0.7	0.2	3.3
Cc1c(NCc2cc(Cl)cc(Cl)c2O)c(=O)n(-c2ccccc2)n1C
 : 7	-7	-11	-2	5	-1.2	.	-0.2	5.0	0.5
O=C(Nc1nnc(S(=O)(=O)N2CCOCC2)s1)c1cccc(Br)c1
 : -13	13	25	-11	-6	-2.7	-2	-0.3	5.5	0.6
C=CCn1c(C(C)C)nc2ccccc21
 : -5	5	-14	-1	3	-0.9	-2	-1.8	1.4	0.0
CC(Sc1nnc(NC(=O)c2cc3ccccc3oc2=O)s1)c1ccccc1 (centres undefined)
 : -15	16	.	.	1	0.2	-4	-0.2	0.9	0.6
Cc1c(C(=O)OCC(=O)N2CCCC2)cccc1[N+](=O)[O-]
 : -2	2	30	2	9	-1.5	-4	1.4	1.9	0.7
CSc1ccc(CN2CCN(C(C)C)C(CCO)C2)cc1 (centres undefined)
 : -16	16	-8	-1	-4	-2.1	-7	-3.0	-2.1	2.9
Cc1ccc(-n2nnnc2SCC(=O)NC2CC2)cc1C
 : 5	-5	-4	0	-5	-1.6	6	-0.1	0.9	2.0
Cc1ccc(S(=O)(=O)NC(C)C(=O)NC2CCCCCC2)cc1 (centres undefined)
 : 11	-11	-6	2	3	-1.5	.	-1.9	-3.1	0.8
O=C1C(=O)N(c2ccccn2)C(c2cccc([N+](=O)[O-])c2)/C1=C(/O)c1ccc(Br)cc1 (centres undefined)
 : 9	-9	17	.	-4	0.6	0	-1.3	-1.0	-1.4

Next section:
Every second line gives: SR-BI DiI inh	SR-BI DiI-HDL act	MITF act	CAL PDZ FP-1	Tat transport	CAL PDZ FP-2	Wnt act	Ecoli viability	AddAB inh	phage Ecoli inh
COc1ccc2oc(=O)c(C(=O)NCc3ccc(F)cc3)cc2c1
 : -13	13	.	0	-3	0.1	1	0.3	1.8	0.6
O=C(Nc1cccc([N+](=O)[O-])c1)ONC1=NCCCCC1
 : 4	-4	-3	-4	-7	-2.6	0	-1.0	0.8	-0.5
Cc1cc(C(=O)CN2CCCC(C)C2)c(C)n1-c1ccc(F)cc1 (centres undefined)
 : -13	13	34	-5	-2	0.9	7	-0.5	4.5	0.9
CCOC(=O)c1c(NC(=O)CSc2nnnn2C)sc(C)c1C
 : 13	-13	-4	-6	-5	-1.5	.	-1.9	-1.0	1.0
Cc1ccccc1SCC(=O)NNC(=O)c1ccncc1
 : -13	13	-2	-1	0	-1.0	-2	-0.5	-0.1	-0.6
COc1ccc(C(=O)N2N=C(c3cccc(OC)c3)CC2(O)C(F)(F)F)cc1 (centres undefined)
 : 18	-18	-1	-5	4	-2.3	21	-1.8	-0.5	3.8
C=CC[C@@H](CC(=O)N(CCO)Cc1ccccc1)C(=O)N[C@H](COC(=O)[C@@H](CC=C)CC(=O)OC(C)(C)C)Cc1c[nH]c2ccccc12
 : -5	5	-3	-3	30	-0.1	-3	0.2	-0.7	1.1
Cc1cc(NC(=O)Nc2cc(F)ccc2C)n(C)n1
 : 15	-15	16	-6	-3	1.7	.	-2.9	-1.3	.
Cc1cccc(-n2ncc3c(NC(C)C)ncnc32)c1
 : 0	0	60	.	-8	-1.9	19	-0.3	2.7	1.2
COc1ccc(C2SCC(=O)N2c2c(C)n(C)n(-c3ccccc3)c2=O)cc1OC (centres undefined)
 : -8	8	-7	0	-12	-4.4	.	-0.4	-1.2	1.9
COc1ccc(S(=O)(=O)NCC2CCCN(Cc3cn(C)nc3C)C2)cc1 (centres undefined)
 : -2	2	-13	-1	6	-0.4	-2	1.9	5.6	1.8
